PfHsp40 yeast: rescue of PfHsp40-mediated yeast toxicity | S. cerevisiae expressing PfHsp40, growth rescue, ATP luminescence | growth rescue, % at 12.5 µM | actives 0.68% (n = 340,000) | AID 504582; in the data active = growth rescue above about 28%, passing the limit was not always enough;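 also: yeast W303a lacking pdr1 and pdr3 grown in galactose medium; growth measured after three days at 30 °C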
BoNT-A LC inh2: blocks Botulinum neurotoxin A light chain protease; inhibition, % at 10 µM; actives 0.17% (n = 360,000); multiplex microsphere protease substrate cleavage, flow cytometry; AID 588499; also: plate controls were buffer without enzyme for full effect and enzyme alone for no effect
Anthrax LF inh2: blocks Bacillus anthracis lethal factor protease; actives 0.12% (n = 360,000); multiplex microsphere protease cleavage assay, LF; P15917; AID 588501; inhibition, % at 10 µM; also: plate controls were buffer without enzyme for full effect and enzyme alone for no effect
Yp Topo-I inh: inhibitors of Yersinia pestis topoisomerase I; Y. pestis Topo-I cleavage product accumulation, plate reader; activity, % at 10 µM; actives 0.064% (n = 360,000); AID 504884; in the data active = activity above about 50%, passing the limit was not always enough; also: inactives centre near 2
VHR inh abs: blocks human VHR1 dual specificity phosphatase. inhibition, % at 13.3 µM. AID 1654. recombinant VHR phosphatase, pNPP absorbance. P51452. actives 0.52% (n = 290,000); in the data active = inhibition above about 50%; also: some compounds called inactive have numbers as strong as hits
SARS 3CLpro inh: SARS-CoV 3CLpro protease inhibition | inhibition, % at 6 µM | recombinant SARS-CoV 3CLpro, quenched FRET peptide cleavage | actives 0.14% (n = 290,000) | AID 1706 | P0C6X7; in the data active = inhibition above about 12%
TcdB GH inh: TcdB glycohydrolase inhibition; TcdB glycohydrolase enzymatic assay, plate reader; inhibition, % at 9.99 µM; actives 0.24% (n = 350,000); AID 652162; in the data active = inhibition above about 10%
Vc quorum ag: inducers of Vibrio cholerae quorum light production without autoinducers; V. cholerae BH1578 lux reporter, luminescence, 6 h; activation, % at 18.7 µM; actives 0.16% (n = 350,000); in the data active = activation mostly above about 9.7%, no sharp cut-off; also: not every result past the cut was called active; inactives centre near 0; reference of the scale not given here
PriA SSB inh: K. pneumoniae PriA-SSBct interaction inhibition; AlphaScreen SSBct-PriA binding, biotinylated peptide; inhibition, % at 33 µM; actives 0.6% (n = 430,000); in the data active = inhibition mostly above about 37%, no sharp cut-off; inactive = mostly below about 20%;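 also: plate controls were negative control peptide for no effect and reference peptide for full effect; strong numbers were not always called active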
CCHF vOTU inh: CCHFV vOTU protease inhibition; Pep-AMC fluorescence; inhibition, % at 11.5 µM; actives 0.55% (n = 370,000); in the data active = inhibition above about 30%; also: 0% = vehicle wells with enzyme and 100% = no enzyme wells
* marks the source's active call; other numbers are inactive results; i = inactive; x = not tested or not shown; & = joins results of further samples. Rule as the data show it, unless noted: active = inhibition above about 30%; inconclusive = no clear call, values can overlap the other calls; inactive = below that. Not all compounds are listed, so the mix of outcomes need not match the whole.

SMILES	PfHsp40 yeast	BoNT-A LC inh2	Anthrax LF inh2	Yp Topo-I inh	VHR inh abs	SARS 3CLpro inh	TcdB GH inh	Vc quorum ag	PriA SSB inh	CCHF vOTU inh
O=S(=O)(NC1c2cccc3cccc(c23)C1N1CCN(CCO)CC1)c1ccccc1 (stereo unspecified)	-0.2	0.5	4	1	18	-3	x	i	-5	-1
CCOC(=O)C(C)Sc1nc(-c2cccs2)ccc1C#N (stereo unspecified)	-0.1	1.4	-1	20	10	4	x	i	-26	-20
COc1ccc(C(CC(=O)Nc2ccccn2)N2Cc3ccccc3C2=O)cc1 (stereo unspecified)	0.5	-1.9	-4	3	91	-3	0.3	i	4	-1
O/N=C/c1ccc2ccccc2n1	1.4	-1.8	-10	-5	-9	8	1.4	-1.1	x	-10
CCCN(C(=O)c1cc(Cl)nc2ccccc12)c1c(N)n(Cc2ccccc2)c(=O)[nH]c1=O	-0.2	-0.1	-5	0	x	x	0.0	-0.5	-7	-9
CCNC(=O)COC(=O)c1cc(=O)[nH]c2ccccc12	-0.7	-0.6	-1	-1	33	0	x	-0.5	-12	-13
O=C(c1nc2ccc(Cl)cn2c1CNCC[C@@H]1C[C@@H]2C=C[C@H]1C2)N1CCCCCCC1	1.2	-0.2	-5	6	14	6	0.6	i	10	0
CCOC(=O)N1CCC(Nc2cc(C)nc3c(-c4ccccc4OC)c(C)nn23)CC1	1.1	-0.3	11	15	-6	-6	0.5	1.0	104*	2
COc1ccc(C2=NN(C(=O)CSc3ncccn3)C(c3ccc(OC)cc3)C2)cc1 (stereo unspecified)	2.4	-1.2	2	-2	-8	3	0.5	-0.3	-2	-4
O=C(Cc1ccccc1)N1CCC2(CC1)NCCc1[nH]cnc12	-0.5	0.9	0	3	23	-5	0.6	i	-16	19
Cc1cc(=O)oc2cc(OCC(=O)NCC3CCC(C(=O)O)CC3)ccc12 (stereo unspecified)	0.0	0.3	-10	-6	13	-4	0.3	-0.6	-18	-10
COc1cc2c(cc1OC)C(CNC(=O)C=Cc1cc(OC)c(OC)c(OC)c1)C2 (stereo unspecified)	x	-0.5	4	17	x	x	0.7	-5.9	x	-13
CCOC(=O)C(C(=O)OCC)c1c([N+](=O)[O-])c(=O)n2c3c(cccc13)CCC2	-1.3	1.1	7	1	17	2	0.1	-8.3	-5	-7
COC(=O)C1=C(c2cccc(OC)c2OC)C[C@@H]2CC[C@H]1N2C(=O)N1CCCCC1	-0.6	-0.7	7	10	x	x	-0.1	-0.9	-4	-8
O=C(c1ccc2c(c1)OCO2)N1CCN=C1SCc1ccccc1	-0.2	0.4	-3	17	-5	2	0.0	-0.1	-13	-3

The last 6 entries of the part above open the next one:
SMILES	PfHsp40 yeast	BoNT-A LC inh2	Anthrax LF inh2	Yp Topo-I inh	VHR inh abs	SARS 3CLpro inh	TcdB GH inh	Vc quorum ag	PriA SSB inh	CCHF vOTU inh
O=C(Cc1ccccc1)N1CCC2(CC1)NCCc1[nH]cnc12	-0.5	0.9	0	3	23	-5	0.6	i	-16	19
Cc1cc(=O)oc2cc(OCC(=O)NCC3CCC(C(=O)O)CC3)ccc12 (stereo unspecified)	0.0	0.3	-10	-6	13	-4	0.3	-0.6	-18	-10
COc1cc2c(cc1OC)C(CNC(=O)C=Cc1cc(OC)c(OC)c(OC)c1)C2 (stereo unspecified)	x	-0.5	4	17	x	x	0.7	-5.9	x	-13
CCOC(=O)C(C(=O)OCC)c1c([N+](=O)[O-])c(=O)n2c3c(cccc13)CCC2	-1.3	1.1	7	1	17	2	0.1	-8.3	-5	-7
COC(=O)C1=C(c2cccc(OC)c2OC)C[C@@H]2CC[C@H]1N2C(=O)N1CCCCC1	-0.6	-0.7	7	10	x	x	-0.1	-0.9	-4	-8
O=C(c1ccc2c(c1)OCO2)N1CCN=C1SCc1ccccc1	-0.2	0.4	-3	17	-5	2	0.0	-0.1	-13	-3
O=C(CCN1C(=O)c2ccccc2C1=O)Nc1cccc(F)c1	2.4	0.1	-3	4	-5	-3	0.4	-0.3	-1	-8
CCOC(=O)CSC1=C(C#N)C(c2ccccc2OCC)C(C(=O)OCC)C(=O)N1 (stereo unspecified)	0.5	-2.0	-4	9	-2	1	x	i	-13	14
C=CCOc1ccc(CNc2nccs2)cc1OCC	-0.8	0.3	-8	-4	-9	1	x	i	18	28
COc1ccc(-c2cc3ccccc3oc2=O)cc1	0.7	2.1	-2	-4	x	x	-0.3	0.4	-15	-47
CC1(C)CC(OC(=O)c2ccccc2)CC(C)(C)N1	0.2	-0.1	-11	2	8	3	-1.6	-1.5	-6	11
C/C(=N/NC(=O)CNC(=O)COc1ccccc1)c1ccco1	-0.8	-0.4	-1	-6	26	3	-0.3	-0.4	x	12
COc1ccc(-c2nc(C)ncc2-c2csc(C)n2)c(O)c1	1.9	-0.3	-4	-7	11	2	x	-0.5	-16	-11
C[C@]12CC[C@H](O)C[C@H]1CC[C@@H]1[C@@H]2CC[C@]2(C)C(=O)CC[C@@H]12	2.7	-0.1	-7	0	x	x	-1.2	-0.8	-14	6
CC1CCc2c(sc(NC(=O)CSc3nc4c(c(C(F)(F)F)n3)CCc3ccccc3-4)c2C(N)=O)C1 (stereo unspecified)	-0.4	0.2	0	-8	6	-7	x	-0.2	-12	-5
COc1ccc(CNC(=O)c2cnc(C)cn2)c(OC)c1	1.2	-1.7	-3	-2	15	0	x	-1.0	-6	-15
O=C(COC(=O)/C=C/c1ccc(Cl)cc1Cl)Nc1cccc(S(=O)(=O)NC2=NCCC2)c1	x	-0.1	-3	10	x	x	6.8	-0.5	x	-2
O=C(CCn1c(=O)oc2ccc(Cl)cc21)N1CCN(c2ccccc2)CC1	-1.1	-3.6	-11	-4	1	1	0.7	-0.8	6&-4	-7
O=C1CCN(Cc2ccccc2)C=C1c1cccc(O)c1	-0.7	-0.2	-6	1	x	x	1.6	i	2	12
O=C(c1ccc(Cl)cc1)C(CN1CCCC1)c1ccccc1 (stereo unspecified)	-0.7	3.5	3	-15	2	5	0.3	-0.6	6	6
COc1ccc(-c2nc(SCC(=O)Nc3cccc(S(N)(=O)=O)c3)n[nH]2)cc1	0.1	1.0	-4	-9	x	x	1.2	i	-4	0
COc1ccc(C(=O)Nc2cc(C)on2)cc1[N+](=O)[O-]	-1.2	-0.7	1	4	6	0	1.3	-1.3	-6	-6
Cc1ccn2c(NC(=O)c3ccccc3)c(-c3ccccc3)nc2c1	-0.6	0.8	17	-1	20	-2	-0.3	-0.1	3	-6
O=C(NCc1ccc2c(c1)OCO2)c1cnc2ccccn2c1=O	0.1	0.7	-1	-1	-1	-3	x	-0.3	-9	2
Cc1ccc(NC2c3ccccc3C(=O)N2c2cccnc2)cc1 (stereo unspecified)	-1.6	-0.6	-4	0	0	5	0.4	-0.3	-1	-9
CCCCc1nnc(NC(=O)COc2ccc3c(C)cc(=O)oc3c2)s1	x	x	x	x	-11	-5	-0.1	x	x	-5
CC(=O)c1cccc(Nc2cc(C)nc3c(C)cccc23)c1	0.0	-0.1	-1	-2	5	1	0.0	-0.5	-8	0
CC12CCC(C(=O)N/N=C/c3ccc(O)cc3)(OC1=O)C2(C)C (stereo unspecified)	-0.8	-0.6	-3	-2	26	-3	3.3	i	x	15
CCOc1ccc(CCNC(=O)CSc2nc3ncc(Cl)cc3[nH]2)cc1OCC	-0.4	0.1	0	14	9	2	0.9	-0.4	4	8
Cc1ccc(C2=N/C(=C\c3c(C)nn(-c4ccccc4)c3N3CCCC3)C(=O)O2)cc1	-0.7	3.6	2	-4	8	2	x	0.0	9	-12
O=C(NCCNC(=O)C(c1ccccc1)c1ccccc1)c1ccco1	-0.6	-0.4	-5	-1	8	-1	x	0.0	-9	-6
O=C(CCCn1c(=S)[nH]c2cc3c(cc2c1=O)OCO3)NCc1cccc(Cl)c1	-0.3	-1.6	3	16	-9	-3	-0.5	-0.3	-6	17
CCOC(=O)NC(=O)COC(=O)c1cccc2ccccc12	0.2	0.3	-3	0	5	5	0.2	0.7	6	-5
CCO[C@H]1OC(C(=O)N2CCN(C)CC2)=C[C@@H](C(C)(C)C)[C@@H]1CCCO	-1.9	-0.3	1	-5	-2	1	-0.5	-10	-10	1
CC1C(=O)CC2(C(C)C)CC12 (stereo unspecified)	x	-0.8	-3	3	x	x	2.9	-0.3	x	3
COc1ccc(N2CCN(C(=O)CCS(=O)(=O)c3cccc4nsnc34)CC2)cc1	-2.3	-0.3	-1	4	10	7	x	i	3	1
CCCN(CC(=O)Nc1ccccc1OC)C(=O)c1ccccn1	0.0	-0.1	-7	4	x	x	0.3	i	-11	-9
Cc1cccc(OCCCC(=O)Nc2ccc(Br)cc2)c1	3.0	-0.1	-6	-1	1	3	x	i	1	6
CN(CCCCCCCCC(=O)/C=N/O)Cc1ccccc1	0.1	-0.5	-12	11	10	-3	-0.9	1.5	x	-5
Cc1ccc(OCCNC(=O)c2cc(C(=O)NCCOc3ccc(C)cc3)cc([N+](=O)[O-])c2)cc1	0.9	0.1	-4	2	-6	-4	-1.5	-0.5	-2	19
CCOc1ccc(CCNC(=O)COC(=O)COc2ccc(C(C)=O)cc2)cc1OCC	1.1	3.9	14	9	x	x	-0.2	-1.2	-11	0
Cc1ccccc1S(=O)(=O)Oc1cccc2c(O)cccc12	1.1	-0.5	-8	-5	29	5	3.6	-0.8	-6	6
CCC(C)NC(=O)c1cccc(C)c1 (stereo unspecified)	-0.5	-1.0	4	5	4	-2	1.0	i	-4	-2
Cn1c(=O)c2c(nc(Cl)n2Cc2ccncc2)n(C)c1=O	-1.0	-1.3	-7	-3	3	-4	x	-1.7	-1	3
Cc1cc(C)c2nc3nc(C)c(C)cc3c(N)c2c1	2.1	1.9	-24	-23	10	-5	3.4	-1.0	11	-74
CCCCCC(=O)NC(=S)NC1C2CC3CC(C2)CC1C3 (stereo unspecified)	4.5	-1.1	-7	6	-4	-4	0.1	0.4	-1	0
COc1ccc(CC(=O)NCc2cccc(Cl)c2)cc1S(=O)(=O)N1CCOCC1	x	0.0	-1	-3	x	x	0.6	i	x	-2
Fc1ccc(C(OCCN2CCCC2)c2ccc(F)cc2)cc1	-1.1	0.5	-6	-10	-10	4	1.4	-0.4	-8	-4
C=C(C)Cn1c(COc2ccccc2)nnc1SCC(=O)O	-0.3	-0.5	-3	2	25	4	x	i	-3	-3
COc1ccc(/C=C2\CN(Cc3ccccc3)C/C(=C\c3ccc(OC)cc3)C2=O)cc1	1.6	4.0	-2	10	-10	-1	0.6	0.9	-2	4
CCCCCCC(CC(=O)NCc1cccnc1)CC(=O)NCc1cccnc1	-0.2	-4.2	-6	4	14	1	0.5	-0.1	0	11
N#Cc1cccc(S(=O)(=O)NCc2nnc3ccccn23)c1	-1.1	0.5	-8	-4	x	x	0.2	i	-5	-4
O=C(c1cc(C(=O)N2CCCC2)cc([N+](=O)[O-])c1)N1CCCC1	-1.7	-0.4	8	9	-6	-7	0.9	-0.5	-4	3
CCSc1ccccc1C(=O)NCCCn1ccnc1	-0.8	0.0	4	-2	24	1	x	x	-5	-8
Cc1ccccc1Nc1ncccc1C(=O)N1CCOCC1	0.3	-0.1	-15	3	18	3	x	-0.4	-19	-5
O=C(Nc1ccc2c(c1)OCCO2)C(CCc1ccccc1)N(Cc1ccccc1)Cc1ccccc1 (stereo unspecified)	x	-0.8	-1	x	x	x	0.6	x	x	12
Cc1cc(C)c(C#N)c(OCC(=O)c2ccccc2)n1	-0.9	-0.1	-2	4	12	-3	x	i	-24	12
CC(Oc1ccc(F)cc1)C(=O)Nc1ccccc1N1CCCCC1 (stereo unspecified)	1.6	-2.2	-4	65*	6	1	0.0	i	-5	-2
CCOC(=O)C1CCCN(C(=O)COc2ccc(C(=O)c3ccccc3)cc2)C1 (stereo unspecified)	0.8	0.1	-3	7	x	x	-0.2	3.6	7	-1
Cc1cc(C)c(S(=O)(=O)/N=C2\C=C(NS(=O)(=O)c3ccccc3)C(=O)c3ccccc32)c(C)c1	-1.2	1.5	0	-2	-4	12	-10	-0.3	x	20

Bioassay records from PubChem.
